NCOA1 inh: human NCOA1 inhibition; HEK293 GAL4-SRC1 luciferase reporter, luminescence; inhibition, % at 3.6 µM; hit rate 0.12% among 360,000; AID 588354;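 active = inhibition above the campaign mean plus 3 SD, with each screening campaign given its own cutoff, cut at about 60% in these data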;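 also: 0% = DMSO treated cells and 100% = gossypol at 36 µM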
NCOA2 inhibitor: human SRC2 (NCOA2) inhibition; AID 651957; Q15596; HEK293 GAL4-SRC2 luciferase reporter, luminescence; hit rate 0.17% among 370,000; inhibition, % at 9 µM;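 active = inhibition above the mean inhibition of all tested compounds plus 3 SD, set per campaign, cut at about 52% in these data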;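 also: 0% = DMSO treated cells and 100% = cells given Gossypol at 36 µM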
TWEAK Fn14 block: inhibitors of TWEAK-Fn14 interaction signaling. inhibition, % at 10 µM. hit rate 2% among 360,000. TWEAK-stimulated Fn14 reporter cells, luciferase luminescence, 8 h; in the data active = inhibition above about 50%
TROY NFkB inh: inhibitors of TROY-dependent NF-kB signaling; Q293 LMP1-TROYcd NF-kB luciferase reporter, 4 h; inhibition, % at 10 µM; hit rate 0.98% among 360,000; AID 1347056;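 active = compounds whose plate-normalised and pattern-corrected inhibition of the luciferase reporter signal at the single screening dose is 50% or more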
TRAIL sens C8: sensitizes caspase-8 expressing cells to TRAIL; inhibition (viability loss, TRAIL sensitization), % at 10 µM; hit rate 1% among 360,000; NB7+C8 cells + TRAIL, ATPlite viability luminescence;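 active = compounds causing at least 50% loss of cell viability in the single-dose screen, relative to plate controls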
KKLEB cytotox: reduces viability of KKLEB cystic fibrosis airway cells; KKLEB CF airway cells viability, ATPlite luminescence, overnight; hits give low values; cells stimulated with P. aeruginosa culture filtrate; activity change (cytotoxicity), % at 5 µM; hit rate 0.36% among 360,000;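 active = corrected activity change at or below -50% at 5 µM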
SRC3 inh: inhibitors of human steroid receptor coactivator 3 (SRC3); hit rate 0.17% among 360,000; inhibition, % at 3.6 µM; HEK293 GAL4-SRC3 luciferase reporter, luminescence;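 active = inhibition above a per-campaign cutoff, the mean of all compounds plus 3 SD, cut at about 60% in these data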;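 also: 0% = DMSO-treated cells and 100% = gossypol-treated cells at 36 µM; higher means less SRC3-driven luciferase light from the GAL4 reporter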
LRH-1 inv ag: NR5A2 inverse agonism in reporter assay; O00482; HEK293T StAR-luciferase reporter, LRH-1 transfected, 24 h; inhibition, % at 3.6 µM; hit rate 0.13% among 360,000; AID 602396;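 active = inhibition above the mean inhibition of all tested compounds plus 3 SD, cut at about 73% in these data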;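 also: 0% = DMSO wells and 100% = reporter-only cells lacking LRH-1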
Target sequence (O00482 whole entry, looked up): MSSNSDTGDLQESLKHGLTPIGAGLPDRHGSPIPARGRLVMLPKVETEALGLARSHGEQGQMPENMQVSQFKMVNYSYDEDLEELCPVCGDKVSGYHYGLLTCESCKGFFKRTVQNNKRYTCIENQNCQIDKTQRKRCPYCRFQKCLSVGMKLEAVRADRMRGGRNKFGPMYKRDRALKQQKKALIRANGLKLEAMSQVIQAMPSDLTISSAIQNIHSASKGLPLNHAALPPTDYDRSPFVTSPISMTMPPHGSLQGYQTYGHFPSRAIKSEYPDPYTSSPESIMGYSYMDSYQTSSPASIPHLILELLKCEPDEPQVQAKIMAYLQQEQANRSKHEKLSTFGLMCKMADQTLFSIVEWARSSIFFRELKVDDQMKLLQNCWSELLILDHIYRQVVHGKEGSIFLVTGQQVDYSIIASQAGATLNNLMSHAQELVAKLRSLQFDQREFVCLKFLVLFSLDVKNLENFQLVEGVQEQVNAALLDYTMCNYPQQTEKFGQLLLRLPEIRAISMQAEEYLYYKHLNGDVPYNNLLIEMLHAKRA
COUP-TFII inh: inhibitors of human COUP-TFII (NR2F2) | AID 686940 | inhibition, % at 8.6 µM | HEK293T NGFI-A luciferase reporter, luminescence | hit rate 0.7% among 370,000 | P24468;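 active = inhibition above a per-plate cutoff, mean inhibition of test wells between control levels plus 3 SD, cut at about 38% in these data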;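 also: cells cotransfected with COUP-TFII expression vector driving the NGFI-A reporter; 0% = median of COUP-TF2 test wells and 100% = reporter-only cells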
Target sequence (P24468 whole entry, looked up): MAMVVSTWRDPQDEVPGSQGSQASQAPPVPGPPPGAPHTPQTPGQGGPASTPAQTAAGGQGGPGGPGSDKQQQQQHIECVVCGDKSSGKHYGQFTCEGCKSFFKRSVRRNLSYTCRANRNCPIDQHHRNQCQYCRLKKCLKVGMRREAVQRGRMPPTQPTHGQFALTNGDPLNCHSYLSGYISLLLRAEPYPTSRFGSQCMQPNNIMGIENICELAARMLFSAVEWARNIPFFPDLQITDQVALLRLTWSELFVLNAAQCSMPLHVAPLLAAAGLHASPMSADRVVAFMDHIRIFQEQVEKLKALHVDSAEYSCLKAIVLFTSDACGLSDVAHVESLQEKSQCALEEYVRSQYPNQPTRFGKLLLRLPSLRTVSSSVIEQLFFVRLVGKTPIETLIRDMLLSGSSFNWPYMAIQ
EBV LMP1 NFkB: reduces LMP1-driven NF-kappaB luciferase signal; LMP1-induced NF-kappaB luciferase reporter cells, luminescence; inhibition, % at 12.5 µM; hit rate 0.69% among 350,000; AID 504558; in the data active = inhibition above about 41%;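 also: 0% = neutral control wells and 100% = reference inhibitor control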
CF NFkB inh: blocks PAF-induced NF-kB reporter in cystic fibrosis cells | KKLEB NF-kB-GFP reporter, GFP fluorescence overnight | inhibition, % at 5 µM | hit rate 0.86% among 360,000 | AID 588850;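 active = at least 50% inhibition at 5 µM, scaled per plate between neutral and stimulator controls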;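 also: PAF is a Pseudomonas aeruginosa culture filtrate used as stimulus; plate controls were PAF-stimulated DMSO wells for no effect and unstimulated DMSO wells for full effect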
* = called active by the depositor; x = no result given.

SMILES	NCOA1 inh	NCOA2 inhibitor	TWEAK Fn14 block	TROY NFkB inh	TRAIL sens C8	KKLEB cytotox	SRC3 inh	LRH-1 inv ag	COUP-TFII inh	EBV LMP1 NFkB	CF NFkB inh
Cc1ccsc1C(=O)OCC(=O)NC1CCCCC1C (configuration not stated)	-16	-30	-25	-21	-6	13	3	-10	-13	1	10
O=C(Cn1nc(-c2cccs2)ccc1=O)Nc1ccc(Br)cc1	5	-4	41	-2	-6	8	-4	1	-12	-2	-3
COc1ccc(CCNC(=O)c2ccc(CS(=O)(=O)c3ccc(C)cc3)o2)cc1OC	-30	14	26	7	-2	0	-8	-20	19	9	-10
CCC(C)C(=O)Nc1ncc2c(n1)CC(c1cccs1)CC2=O (configuration not stated)	17	-7	-17	-10	2	3	6	-3	-8	-4	7
Cc1cccc(Nc2nnc(SCC(=O)NC(=O)Nc3ccc4c(c3)OCCO4)s2)c1	-4	-28	-79	-6	23	-32	10	15	3	-42	42
O=C(COC(=O)/C=C/c1ccc(Cl)cc1Cl)NCc1ccco1	-3	24	-6	-21	1	-13	11	9	-5	-7	2
CC1CCc2nc(NC(=O)CSc3nc4ccccc4o3)sc2C1 (configuration not stated)	29	20	93*	86*	13	-10	48	47	43*	5	1
O=C1CN(C(=O)c2ccccc2F)C(c2ccc(F)cc2)c2cc(F)ccc2N1 (configuration not stated)	3	2	12	3	7	12	-1	-7	12	1	-5
CCCC(C(=O)NNC(=O)c1ccncc1)c1ccccc1 (configuration not stated)	2	-42	1	1	9	-2	11	14	-22	-8	-47
COC(=O)CC1SC(=O)NC1=O (configuration not stated)	-7	10	-11	4	5	2	8	2	11	-1	10
COc1ccc(NS(=O)(=O)c2cccc(C(=O)NNC(=O)c3cccc(NC(C)=O)c3)c2)cc1	-7	-16	6	2	8	-12	-18	12	-12	-4	16
COc1ccccc1C(=O)Nc1ccc2c(c1)nc(CCNC(=O)c1ccco1)n2C	-18	-37	-13	-17	21	-11	-4	-1	-5	-1	2
CC1CCC(NC(=O)C2CCN(c3nc4ccccc4s3)CC2)CC1 (configuration not stated)	13	1	21	19	2	-3	1	-12	4	6	-6
COc1ccccc1OCCSc1nc2ccccc2n1CC(=O)O	-6	-27	7	-8	6	13	-1	-23	7	3	-13
COc1ccc(N=C2C(=Nc3ccc(OC)cc3)N(c3ccccc3)C(=S)N2C(=O)c2ccc(Cl)cc2)cc1	-109	-49	66*	18	10	14	-101	-175	-64	22	-13
Cn1cc([N+](=O)[O-])c(C(=O)NCC(=O)O)n1	-2	7	0	1	-7	2	9	-8	9	-10	3
COC(Cc1ccccc1N1CCCC1=O)OC	-12	-13	13	-5	2	-23	-3	3	17	4	5
Cc1ccccc1C(=O)NN(C)c1nc2ccccc2nc1C(F)(F)F	-16	-11	9	26	17	-8	13	17	-1	-2	10
COc1ccc(-c2nnc(SCC(=O)c3cccs3)o2)cc1	-88	-36	-20	-12	8	-4	-82	-49	-26	-33	6
C/C(=N\Nc1ccccn1)c1ccc(C(C)C)cc1	-56	-26	-36	-56	7	2	-47	-26	-29	-30	-17
Cc1cccc(/C=N/NC(=O)c2ccc(F)cc2)n1	-9	-58	-25	-51	8	-3	-44	-55	-28	-6	1
CCOC(=O)c1[nH]c2ccccc2c1N=CN(CC)CC	-14	-5	-15	11	0	7	5	5	10	-12	0
Cc1ccc(-n2nnc3c(=O)n(CC(=O)c4ccccc4)cnc32)cc1	-18	-7	-10	-3	4	19	-2	-17	-8	2	-13
CCCCOc1ccc(C2(C)NC(=O)N(C)C2=O)cc1 (configuration not stated)	-13	7	2	-1	1	-6	-6	7	7	-6	-3
O=C(COC(=O)CCc1nc2ccccc2s1)Nc1ncc(Cl)cc1Cl	5	2	8	-4	-2	-8	8	0	15	-17	9
Cc1nn(Cc2ccccc2)c(Cl)c1/C=N/NC(=O)c1cccnc1	-7	-20	-16	-16	2	-1	-16	-22	15	5	8
CCCN(Cc1nnc(-c2ccccc2Cl)o1)C(=O)c1oc2ccccc2c1C	-1	10	0	7	4	9	6	25	20	4	3
CCCn1c(/C=C/c2cc[n+](C)cc2)nc2ccccc21	-3	-7	-1	9	15	-11	-1	6	14	3	15
O=C(Nc1sc2c(c1C(=O)O)CCCCC2)c1ccccc1F	-8	-65	47	15	20	-5	27	6	21	4	-7
CCOC(=O)C1C(c2ccc(C)o2)NC(=O)NC1(O)C(F)(F)F (configuration not stated)	-5	10	-2	6	0	8	9	2	-10	-5	-10
COc1cccc(/C=N/NC(=O)c2nnn(-c3nonc3N)c2-c2cccs2)c1	14	21	26	-5	5	-8	-15	-27	-29	-4	25
O=[N+]([O-])c1ccc(-c2cnc[nH]2)cc1	4	-13	-4	10	-23	-5	6	4	-3	x	1
O=C(O)c1ccccc1C(=O)Nc1ccccc1	-17	-2	3	1	2	14	-7	4	-16	-3	-6
NC(=O)NC(=O)CSc1nnc(-c2ccco2)n1Cc1ccccc1	-18	-13	-27	18	-1	-5	24	-2	-1	-3	-16
COc1ccccc1CNC(=O)CCCn1nc(C)n2ccnc2c1=O	-15	7	-9	1	3	-6	11	18	13	6	26
Cc1cc(C)nc(SCc2csc(-c3ccccc3)n2)n1	-110	-43	-7	-21	18	6	-63	-179	-62	-19	14
Cc1cc(/C=C(\C#N)C(=O)N2CCOCC2)c(C)n1C1CCCC1	-26	-31	74*	74*	39	-6	0	-24	16	20	-6
CN(C)c1cccc2c(C=C(C#N)C#N)ccc(N(C)C)c12	-26	4	8	6	3	-4	6	13	-21	-13	-6
COc1cc(NC(=O)c2cc(Cl)ccc2Cl)ccc1-c1cc2ccccc2oc1=O	10	2	-43	21	-4	-7	14	16	13	8	-2
O=C(NCc1cccnc1)c1c(O)c2cccc3c2n(c1=O)CCC3	-31	-10	5	-3	-14	-18	12	10	9	2	-60
Cc1ccnc(NC(=O)c2ccc(Cl)c([N+](=O)[O-])c2)c1	-10	-34	-3	-26	0	0	-3	-40	-18	3	11
COc1ccc(C(=O)Nc2ccccc2C(=O)NCCN2CCOCC2)cc1OC	-7	5	-1	5	-9	-8	7	4	-8	2	0
COC(=O)C(O)(CC(=O)Nc1ccc(Cl)cc1Cl)C(F)(F)F (configuration not stated)	-3	5	-2	-15	-21	1	4	12	3	8	-5
COC(=O)Cn1ncc(N2C3CC(CC(C)(C)C3)C2C)c(Cl)c1=O (configuration not stated)	5	10	-6	20	1	0	3	-3	-5	-7	14
CCOC(=O)C1=C(N)OC2=C(C(=O)CC(C)(C)C2)C1c1ccco1 (configuration not stated)	-42	-8	-7	-13	5	-2	-8	12	-5	-3	-1
COc1ccc(-c2cc(C(F)(F)F)nc(N3CCN(c4ccc(F)cc4)CC3)n2)cc1OC	-1	13	-10	-6	14	-34	-1	1	9	8	54*
COc1ccc(OC)c(CC(=O)N2CCc3cc(OC)c(OC)cc3C2)c1	16	-2	12	-6	-17	15	1	-20	-18	12	-21
CSc1nsc(SCC(=O)Nc2cccc(C(=O)O)c2)n1	-37	1	-21	-23	2	-7	1	24	-8	4	9
COc1ccc(Br)cc1CN(C)C(=O)c1ccccc1OCc1c(C)noc1C	-6	24	1	14	7	-6	12	-12	15	6	5
O=C(/C=C/c1ccccc1)OCN1C(=O)c2ccccc2C1=O	-14	6	19	-15	12	-7	10	-1	-4	5	-2

Pulled by compound from the list above, 3 records:
SMILES	NCOA1 inh	NCOA2 inhibitor	TWEAK Fn14 block	TROY NFkB inh	TRAIL sens C8	KKLEB cytotox	SRC3 inh	LRH-1 inv ag	COUP-TFII inh	EBV LMP1 NFkB	CF NFkB inh
COC(=O)C(O)(CC(=O)Nc1ccc(Cl)cc1Cl)C(F)(F)F (configuration not stated)	-3	5	-2	-15	-21	1	4	12	3	8	-5
COc1ccc(OC)c(CC(=O)N2CCc3cc(OC)c(OC)cc3C2)c1	16	-2	12	-6	-17	15	1	-20	-18	12	-21
COc1ccc(Br)cc1CN(C)C(=O)c1ccccc1OCc1c(C)noc1C	-6	24	1	14	7	-6	12	-12	15	6	5

Further compounds.
SMILES	NCOA1 inh	NCOA2 inhibitor	TWEAK Fn14 block	TROY NFkB inh	TRAIL sens C8	KKLEB cytotox	SRC3 inh	LRH-1 inv ag	COUP-TFII inh	EBV LMP1 NFkB	CF NFkB inh
COc1cccc(N2C(=O)CN(Cc3ccc(OC)c(OC)c3)C2=S)c1	18	-8	-8	-6	-7	-10	0	5	12	-1	18
Brc1ccc2c(c1)OCCOCCOCCOCCOCCO2	-8	-15	6	5	23	8	5	29	5	-5	1
COc1ccc(S(=O)(=O)N2CCCCC2)cc1NC(=O)Cc1c[nH]c2ccccc12	3	-13	12	6	2	-2	-2	-8	0	-2	7
CN(CC(=O)Nc1c(Cl)cccc1Cl)C(=O)c1ccccc1-c1nc2ccccc2s1	-3	-3	-18	1	-3	6	-11	-21	4	1	6
CCOC(=O)c1c(NC(=S)Nc2ccccc2)sc2c1CCCCC2	5	x	9	-6	-2	-16	2	5	x	-18	6
Cc1ccc(Cl)cc1NC(=O)Nc1cccs1	19	33	12	11	2	12	12	13	12	0	-23
CCOC(=O)c1oc2cccc(O)c2c1C	-72	-35	6	-106	-1	8	-52	-64	-22	-21	1
Cc1ccc(CSc2sc(C(=O)c3ccccc3)c(N)c2C#N)cc1	-6	-13	1	-14	-5	-10	-35	-16	-4	-2	7
O=C(NCc1ccncc1)c1cc(F)c(F)cc1Cl	-18	5	-14	-5	-12	2	22	8	-14	-15	10
COc1cc(OC)cc(C(=O)N2CCN=C2SCc2cccnc2)c1	13	22	20	14	-19	-1	-4	-17	-14	9	10
CC(C)Cn1c(SCC(=O)Nc2cccnc2Cl)nnc1-c1ccco1	5	-20	-14	-10	-13	9	0	-16	3	2	-22
Cc1cccc2nc(CSc3ccccc3N)cn12	-92	-50	-15	20	16	8	-89	-122	-22	-4	-12
Cn1c(NC(=O)c2ccc(Cl)cc2)cc(=O)n(C)c1=O	-21	-12	11	-11	-4	6	10	6	16	6	-2
CCCOC(=O)c1c(NC(=O)CCCn2nc([N+](=O)[O-])cc2C)sc(C(=O)OC)c1C	12	-24	6	-9	-15	-2	13	-12	-2	15	-25
CCOC(=O)N1CCC(Nc2cccc(SC)c2)CC1	-5	-25	18	25	-20	0	-16	22	8	2	13
COc1ccc(OC)c(CN2C(=O)c3ccccc3C2C(=O)NCc2cccnc2)c1 (configuration not stated)	8	3	-6	4	-11	-4	-1	-4	-19	6	-6
COC(=O)CC1C(=O)NCCN1C(=S)NC(=O)c1ccccc1[N+](=O)[O-] (configuration not stated)	3	-6	0	7	-15	-7	18	14	-7	1	12
O=C(O)c1cccc(NC(=O)c2ccc(S(=O)(=O)c3ccccc3)cc2)c1	-5	19	26	8	0	8	-25	6	-5	2	-3
CC(=O)CCC(=O)N1CCC(n2nccc2NC(=O)c2ccccc2C)CC1	-17	-18	16	-28	10	-9	15	-8	11	7	27
CCC(=O)Nc1c(C)nn(-c2ccc(C)c(C)c2)c1C	-12	-34	4	-22	-15	-2	-16	-4	-33	-13	1
Cc1cc(C)nc(-n2nc(C)cc2NC(=O)CN2CCc3ccccc3C2)n1	0	-3	-10	1	10	-12	13	4	4	3	-24
COC(=O)CC1C(=O)NCCN1Cc1cn(-c2ccc(C)cc2)nc1-c1cccc(C)c1 (configuration not stated)	-16	15	-29	-41	-1	2	-14	-18	11	-13	3

Assay outcomes from PubChem BioAssay.
